Screening results as filed in PubChem.
Giardia FBPA inh – inhibitors of Giardia lamblia fructose-1,6-bisphosphate aldolase. purified Giardia FBPA. Potency, µM (doses to about 59.6 µM), for inactives: top-dose activity, negative = inhibition, usual class: inhibitors. 290,000 compounds, 0.71% hits; further: potency means the concentration at half of the fitted maximal effect; nearly all actives have a fitted effect of over 55% in size
Target sequence (A8B2U2 whole entry, looked up): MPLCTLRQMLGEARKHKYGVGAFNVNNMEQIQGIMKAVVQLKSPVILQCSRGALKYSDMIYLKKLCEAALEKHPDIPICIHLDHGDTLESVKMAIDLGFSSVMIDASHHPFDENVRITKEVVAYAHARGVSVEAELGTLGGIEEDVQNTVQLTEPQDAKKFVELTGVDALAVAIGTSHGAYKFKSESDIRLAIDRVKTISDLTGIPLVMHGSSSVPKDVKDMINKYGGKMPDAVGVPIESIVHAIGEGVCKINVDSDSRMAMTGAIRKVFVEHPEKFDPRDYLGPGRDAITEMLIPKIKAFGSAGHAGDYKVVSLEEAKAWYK
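Giardia FBPA (40 nM reagent) was preincubated 10 min at RT with compound (up to 57.5 uM final), then substrate plus GAPDH/TPI/NAD/arsenate coupling system with diaphorase/resazurin was added; resorufin fluorescence (525/598 nm) was read after 20 min.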
HCV inh – inhibitors of hepatitis C virus infection; Huh7.5.1 HCVcc-Cre infection, luciferase reporter, 44 h; Potency, µM (highest dose often 41.8 µM), inactives show at the highest dose activity change, negative = inhibition, actives largely listed as inhibitors; 340,000 compounds, 3.4% hits; AID 651820; further: potency means the concentration at half of the fitted maximal effect
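Infectious HCV cell culture screen: compound-treated cells (1,000/well, pre-plated 4 h) are infected with HCVcc-Cre at roughly 0.5 moi and grown 44 h. Infection is quantified by luciferase signal after 15 min substrate incubation at room temperature.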
HCMV antiviral – blocks human cytomegalovirus replication | 410,000 compounds, 4.5% hits | AID 1259415 | activity change, negative = inhibition, % at 57.5 µM | HFF cells, HCMV-luciferase reporter, 72 h; active compounds read low; in the data active means activity change below about -60%; inconclusive means no clear call, values can overlap the other calls; inactive means above about -39%
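Inhibition of viral replication was scored as loss of reporter luminescence in HFFs infected with HCMV-luciferase (MOI 1 PFU/cell) for 72 h; compounds tested at 2 doses, normalized to buffer and Salinomycin controls.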
AmpC inh detg – AmpC beta-lactamase inhibition with detergent present; 370,000 compounds, 0.041% hits; AmpC hydrolysis of nitrocefin, absorbance 480 nm, 0.01% Triton; Potency, µM (series often up to 114 µM), for inactives: top-dose activity change, negative = inhibition, most hits filed as inhibitors;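 further: potency means the concentration at half of the fitted maximal effect; 0% = no-compound wells and -100% = no-enzyme wells; nearly all actives have a fitted effect of over 25% in size; some results filed as inactive show a strong effect at the top dose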
Target sequence (P00811 whole entry, looked up): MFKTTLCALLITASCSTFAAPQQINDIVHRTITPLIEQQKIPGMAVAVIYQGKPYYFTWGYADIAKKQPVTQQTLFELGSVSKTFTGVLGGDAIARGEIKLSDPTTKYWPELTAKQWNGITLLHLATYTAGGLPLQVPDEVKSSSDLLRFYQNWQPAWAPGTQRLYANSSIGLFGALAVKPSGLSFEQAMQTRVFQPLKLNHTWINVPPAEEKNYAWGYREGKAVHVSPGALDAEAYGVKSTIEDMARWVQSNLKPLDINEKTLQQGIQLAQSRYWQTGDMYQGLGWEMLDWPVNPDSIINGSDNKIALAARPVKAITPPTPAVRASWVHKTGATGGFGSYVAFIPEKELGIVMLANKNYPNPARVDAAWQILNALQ
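20 mM phosphate pH 7.0 + 0.01% (detergent screen) or 0.0001% Triton X-100; 5.3 nM AmpC reagent; cpd preinc 15 min RT; nitrocefin (800 uM stock) to start; A480 q20 s × 4 min; Activity was normalised to no-enzyme and no-compound control wells.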
Sm TGR inh – blocks Schistosoma mansoni thioredoxin glutathione reductase | Q962Y6 | purified TGR, DTNB reduction, TNB absorbance 405 nm | Potency, µM (top dose mostly 114 µM), inactives show at the top dose activity change, negative = inhibition, actives largely listed as inhibitors | 360,000 compounds, 3% hits; further: potency means the concentration at half of the fitted maximal effect; nearly all actives have a fitted effect of over 60% in size
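TGR 20 nM + NADPH 100 uM (dispensed conc.), cpd preinc 15 min RT; start with NADPH (500 uM addition) then DTNB (15 mM addition). Kinetic TNB absorbance, 405 nm filter. Four-parameter Hill fit across titration.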
AmpC inh no detg – AmpC beta-lactamase inhibition without detergent | AmpC nitrocefin hydrolysis, absorbance 480 nm, 0.0001% Triton | AID 485341 | 330,000 compounds, 0.52% hits | Potency, µM (series often up to 57.1 µM), for the others: at the top dose activity change, negative = inhibition, most hits filed as inhibitors;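 further: potency means the concentration at half of the fitted maximal effect; plate controls were no compound for no effect and no enzyme for full effect; nearly all actives have a fitted effect of over 20% in size; some results filed as inactive show a strong effect at the top dose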
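AmpC (5.3 nM in the dispensed reagent) in 20 mM phosphate pH 7.0 with 0.01% (detergent screen) or 0.0001% Triton X-100 was preincubated with compounds for 15 min at room temperature. Nitrocefin was then added from an 800 uM solution, and hydrolysis was followed at 480 nm.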
Numbers without * were called inactive; u = inconclusive; x = no result given; [ ] = remark or other dose. Unless noted, the call rests on the fitted dose curve; in most records, active means well fitted curve in the direction sought with a large enough effect; inconclusive means small, poorly fitted or top-dose-only effect, or another doubt; inactive means no such curve, though single readings can be large; an effect the other way counts as inactive or inconclusive. Unless noted, on the % scale 0 is the no-effect control and ±100 the full control effect.

The opening two compounds as a preview:
SMILES	Giardia FBPA inh	HCV inh	HCMV antiviral	AmpC inh detg	Sm TGR inh	AmpC inh no detg
COc1ccccc1N1CCN(C2CCCN(C(=O)c3ccoc3C)C2)CC1 (configuration not stated)	3%	x	-6	u	u	32%
CCOC(=O)c1c(N)c2cc([N+](=O)[O-])cnc2n1C	5%	2%	-20	-7%	-4%	-14%

The listing (from the top)
SMILES	Giardia FBPA inh	HCV inh	HCMV antiviral	AmpC inh detg	Sm TGR inh	AmpC inh no detg
COc1ccccc1N1CCN(C2CCCN(C(=O)c3ccoc3C)C2)CC1 (configuration not stated)	3%	x	-6	u	u	32%
CCOC(=O)c1c(N)c2cc([N+](=O)[O-])cnc2n1C	5%	2%	-20	-7%	-4%	-14%
CCN(CC)S(=O)(=O)c1cccc(C(=O)Nc2cccc(C)c2)c1	1%	u	4	-10%	-22%	-16%
Cc1ccc(-n2cnnn2)c2cccnc12	1%	8%	2	-10%	7%	-16%
Cc1cc(=O)oc2c3c(cc(OCC(=O)NCc4ccncc4)c12)OC(C)(C)CC3	8%	u	-5	-14%	7%	75%[activator]
O=C1NC(=O)C(CCc2ccncc2)(Cc2cccc(Cl)c2Cl)C(=O)N1c1ccc(Br)cc1 (configuration not stated)	13%	-25%	-26	3%	-1%	-7%
CCCCc1ccc(NC(=O)OC)cc1	-2%	6%	-11	-10%	-1%	-6%
CCc1nnc(N2C(=O)c3ccccc3C2(O)c2ccccc2)s1 (configuration not stated)	1%	-6%	-17	7%	11%	-15%
Cc1ccc(-c2nc3ncccc3o2)cc1NC(=O)c1sc2ccccc2c1Cl	-1%	-24%	-8	-1%	-25%	-19%
Cc1ccc(S(=O)(=O)n2nc(OC(=O)c3c(-c4ccccc4Cl)noc3C)cc2N)cc1	3%	9%	21	-15%	4%	-40%
O=C(Cn1cc(C(F)(F)F)ccc1=O)OCC(=O)c1ccc[nH]1	x	27%	32	x	x	-12%
CCN(C(=O)c1cccc(Br)c1)C1CCS(=O)(=O)C1 (configuration not stated)	x	10%	-5	u	0%	-5%
CCN(C(=O)COC(=O)/C=C/c1ccc(O)c(OC)c1)C1CCS(=O)(=O)C1 (configuration not stated)	0%	-9%	-30	9%	2%	1%
CCN(CC)CCOC(=O)C12CC3CC(CC(C3)C1)C2	4%	-6%	37	u	-1%	-5%
Cc1cccc(OCCn2c(=O)n(C)c3ccccc32)c1	-1%	-5%	129	u	-2%	66%[activator]
O=C(Nc1ccc(C(=O)O)cc1)/C(=C\c1ccc(F)cc1)NC(=O)c1ccco1	x	-2%	u	-2%	0%	-8%
CS(=O)(=O)N(CC(=O)NCc1ccc2c(c1)OCO2)c1ccccc1	-3%	14%	2	2%	3%	u
CCc1cc(C(=O)N2CCCC(N3CCN(c4cccc(C(F)(F)F)c4)CC3)C2)n(C)n1 (configuration not stated)	3%	10µM*	u	-3%	-2%	209%[activator]
COC(=O)c1ccccc1NC(=O)CSc1nnc(-c2ccoc2C)n1C	1%	10%	5	-2%	1%	-2%
COc1ccc2oc(=N)c(C(=O)Nc3ccc(C)cc3)cc2c1	7%	-9%	47	-15%	-3%	-19%
CSc1ccccc1OCc1cc(C(=O)N2CCNC(=O)C2)no1	-2%	x	4	2%	-9%	-15%
O=C(CSc1nnnn1-c1ccccc1)NC(=O)Nc1ccc2c(c1)OCCO2	11%	-12%	98	-10%	-5%	-37%
c1ccc(N2CCN(c3nc4ccccc4n4nnnc34)CC2)cc1	6%	25%	82	1%	8%	-44%
CCC(=O)N1c2ccccc2CC1C(=O)NCc1cc(Br)ccc1OC (configuration not stated)	x	x	19	8%	6%	x
COC(=O)CCc1sc(NC2CCCCC2)nc1-c1ccc(OC)cc1	-14%	24%	44	-5%	-11%	-28%
CCc1[nH]nc(C(=O)NC2CCCc3c2cnn3-c2cc(C)cc(C)c2)c1C (configuration not stated)	x	-8%	u	0%	2%	27%
CC(=O)N1CCc2cc(S(=O)(=O)NC(Cc3ccccc3)C(=O)Nc3ccc(C)cc3C)ccc21 (configuration not stated)	x	x	-20	0%	-1%	x
NC(=O)C1CCN(CC(=O)Nc2nc(-c3ccccc3)cs2)CC1	-21%	12%	49	u	9%	3%
O=C(CCS(=O)(=O)c1ccc(F)cc1)N1CCOCC1	7%	18%	82	-6%	2%	-17%
COc1ccccc1-c1cc(C(=O)N2CCCCC2C)no1 (configuration not stated)	x	x	-34	0%	9%	x
CCOC(=O)C1=C(N)OC2=C(C(=O)CCC2)C1c1cccs1 (configuration not stated)	13µM*	19%	-23	6%	-6%	-15%
NC(=O)c1ccc(-n2nnnc2SCC(=O)c2ccc(O)c(O)c2)cc1	-5%	25%	-100*	-2%	-3%	-37%
O=C(N/N=C/c1c(O)n(CCc2ccc(F)cc2)c(=O)[nH]c1=O)c1ccncc1	2%	5%	1	-5%	u	-44%
COc1ccc(Nc2oc(-c3ccccc3Cl)nc2C#N)cc1	-2%	u	27	u	5%	-22%
COc1cccc(C(=O)OCCN(C)C(C)(C)C)c1	-5%	x	x	u	-5%	-5%
O=C(NCc1ccccn1)c1coc(=O)c(Br)c1	20%	13%	50	3%	-2%	-10%
NS(=O)(=O)c1ccc(CCNC(=S)Nc2ccc(S(N)(=O)=O)cc2)cc1	-7%	1%	61	-3%	u	-9%
Cc1cccc(C)c1OCc1cc(C(=O)NCC2CC2)no1	x	-22%	8	1%	-10%	-5%
COc1ccc2c(CC(=O)OCC(=O)c3ccc(F)cc3)coc2c1	2%	-2%	17	-8%	0%	-9%
CCOC(=O)c1ccc(NC(=O)c2cccc3c2C(=O)N(CC2CCCO2)C3)cc1 (configuration not stated)	-20%	-11%	-22	-14%	1%	146%[activator]
CCCCCCCCc1nnc(N)s1	8%	-10%	28	-3%	-1%	-10%
N/C(=N\OC(=O)CCCOc1ccccc1)c1ccccn1	0%	13%	-21	5%	x	-14%
COc1cccc(C(=O)NCCS(=O)(=O)N(C)Cc2ccccc2)c1	x	15%	-32	u	4%	-5%
CCC(=O)Nc1ccccc1-c1nc2ccccc2n(C(CC)C(=O)Nc2cccc(Cl)c2)c1=O (configuration not stated)	x	x	-108*	20%	-1%	x
Cn1ncc(C#N)c1NC(=O)C1CC(c2ccc(Cl)c(Cl)c2)=NO1 (configuration not stated)	6%	-3%	-13	3%	9%	2%
Cc1cccc(N2CC(C(=O)Nc3ccc4c(c3)OCO4)CC2=O)c1C (configuration not stated)	-1%	-3%	2	-10%	8%	-6%
COc1ccc(-n2nc(C(=O)NCC(=O)N3CCC4(CC3)OCCO4)c3ccccc3c2=O)c(OC)c1	10%	24%	73	u	-3%	70%[activator]
O=C(COC(=O)COc1ccc(Br)cc1)Nc1cccnc1Cl	-5%	7%	52	-19%	-15%	-7%
Cc1c(C)c2c(OCC(=O)NCc3ccncc3)cc3c(c2oc1=O)CCC(C)(C)O3	4%	4%	10	u	7%	-24%
CCOc1ccc(Br)cc1S(=O)(=O)N1CCCN(C)CC1	x	u	16	1%	-31%	-6%
O=S(=O)(c1ccc(F)cc1)N1CCN(CCc2ccccc2)CC1	11%	-13%	-28	2%	4%	11%
CC(C)n1cc(C(N)=S)c(=O)n(Cc2ccccc2)c1=O	-16%	-3%	-35	0%	-7%	-28%
O=C(CNc1ccc(F)cc1)N/N=C/c1c(O)ccc2ccccc12	12%	u	-97*	u	u	-35%
CC(C)CCNC(=O)NC(=O)Cn1cc(C(F)(F)F)ccc1=O	1%	3%	x	0%	4%	-5%
CCN(c1cccc(C)c1)S(=O)(=O)c1nnc(NC(=O)c2ccco2)s1	-21%	8%	-18	-4%	25µM*	-32%
COc1ccc(-n2c(-c3cccc(OC)c3)nc(=S)c3c2CCCC3)cc1	6%	-7%	-27	-4%	u	-27%
COC(=O)C1=C(C)NC(=O)CC1c1ccc(C(=O)OC)cc1 (configuration not stated)	1%	16%	0	u	0%	-2%
CCC(c1nnnn1C1CCCC1)N1CCN(Cc2ccccc2)CC1 (configuration not stated)	-26%	-4%	17	u	0%	3%
CC(C)C(NS(=O)(=O)c1ccc2c(c1)Cc1cc(S(=O)(=O)NC(C(=O)O)C(C)C)ccc1-2)C(=O)O (configuration not stated)	2%	21%	46	-3%	-7%	-17%

Copied from the entries so far, 14 compounds:
SMILES	Giardia FBPA inh	HCV inh	HCMV antiviral	AmpC inh detg	Sm TGR inh	AmpC inh no detg
Cc1cccc(N2CC(C(=O)Nc3ccc4c(c3)OCO4)CC2=O)c1C (configuration not stated)	-1%	-3%	2	-10%	8%	-6%
COc1ccc(-n2nc(C(=O)NCC(=O)N3CCC4(CC3)OCCO4)c3ccccc3c2=O)c(OC)c1	10%	24%	73	u	-3%	70%[activator]
O=C(COC(=O)COc1ccc(Br)cc1)Nc1cccnc1Cl	-5%	7%	52	-19%	-15%	-7%
Cc1c(C)c2c(OCC(=O)NCc3ccncc3)cc3c(c2oc1=O)CCC(C)(C)O3	4%	4%	10	u	7%	-24%
CCOc1ccc(Br)cc1S(=O)(=O)N1CCCN(C)CC1	x	u	16	1%	-31%	-6%
O=S(=O)(c1ccc(F)cc1)N1CCN(CCc2ccccc2)CC1	11%	-13%	-28	2%	4%	11%
CC(C)n1cc(C(N)=S)c(=O)n(Cc2ccccc2)c1=O	-16%	-3%	-35	0%	-7%	-28%
O=C(CNc1ccc(F)cc1)N/N=C/c1c(O)ccc2ccccc12	12%	u	-97*	u	u	-35%
CC(C)CCNC(=O)NC(=O)Cn1cc(C(F)(F)F)ccc1=O	1%	3%	x	0%	4%	-5%
CCN(c1cccc(C)c1)S(=O)(=O)c1nnc(NC(=O)c2ccco2)s1	-21%	8%	-18	-4%	25µM*	-32%
COc1ccc(-n2c(-c3cccc(OC)c3)nc(=S)c3c2CCCC3)cc1	6%	-7%	-27	-4%	u	-27%
COC(=O)C1=C(C)NC(=O)CC1c1ccc(C(=O)OC)cc1 (configuration not stated)	1%	16%	0	u	0%	-2%
CCC(c1nnnn1C1CCCC1)N1CCN(Cc2ccccc2)CC1 (configuration not stated)	-26%	-4%	17	u	0%	3%
CC(C)C(NS(=O)(=O)c1ccc2c(c1)Cc1cc(S(=O)(=O)NC(C(=O)O)C(C)C)ccc1-2)C(=O)O (configuration not stated)	2%	21%	46	-3%	-7%	-17%

Compounds as they come (roughly 9.9% active in at least one column).
